ABCB1 block: ABCB1 efflux pump inhibitors, primary screen, cell-based, multiplex, flow cytometry, ABCG2 counter-screen. CCRF-Adr cells, JC-1 efflux. inhibition, % at 6.6 µM. 0.067% of 190,000 active; in the data active = inhibition above about 40%;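 also: 0% = vehicle and 100% = reference inhibitor; higher value means more JC-1 retained so stronger ABCB1 efflux block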
Bcl-W Bim block: inhibitors of Bim binding to Bcl-W, primary screen, biochemical, multiplexed, bead-based flow cytometry. 0.02% of 190,000 active. inhibition, % at 10 µM. Bcl-2-like protein 2 (Homo sapiens), Q92843. AID 952, 2007. Bim peptide-Bcl-W binding;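 also: 0% = bound tracer without compound and 100% = peptide blocker; higher means less fluorescent Bim peptide bound to Bcl-W beads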
Target sequence (Q92843 whole entry, looked up): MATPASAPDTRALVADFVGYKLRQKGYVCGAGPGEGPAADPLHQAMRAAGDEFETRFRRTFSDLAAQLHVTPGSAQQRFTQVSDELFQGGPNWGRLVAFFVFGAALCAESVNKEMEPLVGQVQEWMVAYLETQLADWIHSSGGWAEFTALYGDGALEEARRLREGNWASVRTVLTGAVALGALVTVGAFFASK
ABCG2 block: ABCG2 efflux pump inhibitors, primary screen, multiplex with ABCB1, IgMXP3 cells, flow cytometry | inhibition, % at 6.6 µM | 0.1% of 190,000 active | JC-1 efflux;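 active = inhibition above 80%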;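 also: 0% = DMSO and 100% = nicardipine control wells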
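Read-out basis: Efflux inhibition in percent versus controls | Test system: ABCG2 IgMXP3 and barcoded ABCB1 CCRF-Adr cell mix | Quantity: 3 million cells/mL in well | Schedule: 10 min at 25 °C | Control set: Nicardipine as high control, DMSO as low control | Reagent: JC-1 as fluorescent efflux pump substrate | Signal: Flow cytometry of retained JC-1 fluorescence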
Bcl-B Bim block: inhibitors of Bim-Bcl-B binding, primary screen, biochemical, multiplexed, human Bcl-2 family; Bcl-2-like protein 10 (Homo sapiens), Q9HD36; bead-based flow cytometry, Bim peptide-Bcl-B binding; inhibition, % at 10 µM; 0.073% of 190,000 active;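 also: 0% = tracer peptide without compound and 100% = reference inhibitor peptide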
Target sequence (Q9HD36 whole entry, looked up): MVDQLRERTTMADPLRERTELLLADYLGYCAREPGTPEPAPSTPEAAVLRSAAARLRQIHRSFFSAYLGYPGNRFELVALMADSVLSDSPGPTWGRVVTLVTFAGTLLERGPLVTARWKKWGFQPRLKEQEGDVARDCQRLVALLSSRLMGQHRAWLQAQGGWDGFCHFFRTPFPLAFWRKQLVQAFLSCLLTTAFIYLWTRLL
RGS7-Gao reg: RGS7-Galphao binding modulators, primary screen, biochemical, multiplexed bead flow cytometry | Guanine nucleotide-binding protein G(o) subunit alpha (Homo sapiens), P09471 | actives lie on both sides | binding response (% of control), % at 10 µM | 0.35% of 220,000 active | AID 1439, 2008; in the data active = binding response below about 49% or above about 150%;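 also: fluorescent Galphao held in activated GDP-AlF4 state binding bead-coupled RGS7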
Target sequence (P09471 whole entry, looked up): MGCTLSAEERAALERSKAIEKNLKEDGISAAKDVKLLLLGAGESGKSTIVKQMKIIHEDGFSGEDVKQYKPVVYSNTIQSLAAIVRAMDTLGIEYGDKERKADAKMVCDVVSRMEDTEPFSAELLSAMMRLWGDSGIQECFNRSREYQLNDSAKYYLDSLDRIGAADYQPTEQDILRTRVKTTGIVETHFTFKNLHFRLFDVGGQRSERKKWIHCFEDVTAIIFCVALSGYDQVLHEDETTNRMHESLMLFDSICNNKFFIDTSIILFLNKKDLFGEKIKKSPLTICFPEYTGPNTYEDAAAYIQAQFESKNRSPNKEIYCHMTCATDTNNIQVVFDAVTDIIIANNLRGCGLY
Bcl-2 Bim block: inhibitors of Bim-Bcl-2 binding, primary screen, biochemical, multiplexed, human Bcl-2 family; 0.06% of 190,000 active; AID 950, 2007; inhibition, % at 10 µM; Apoptosis regulator Bcl-2 (Homo sapiens), P10415; Bead-based flow cytometry, Bim peptide-Bcl-2 binding; in the data active = inhibition above about 40%;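 also: 0% = no compound wells with probe peptide and 100% = reference peptide inhibitor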
Target sequence (P10415 whole entry, looked up): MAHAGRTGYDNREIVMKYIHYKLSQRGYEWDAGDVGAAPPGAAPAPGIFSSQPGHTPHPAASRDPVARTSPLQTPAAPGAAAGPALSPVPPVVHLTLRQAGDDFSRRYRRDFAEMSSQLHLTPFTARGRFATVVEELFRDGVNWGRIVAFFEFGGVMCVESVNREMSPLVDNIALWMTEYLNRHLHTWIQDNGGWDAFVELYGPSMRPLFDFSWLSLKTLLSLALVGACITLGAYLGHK
RGS4-Gao reg: modulators of RGS4 binding to Galphao, primary screen, biochemical, multiplexed bead flow cytometry; actives lie on both sides; binding response (% of control), % at 10 µM; 0.33% of 220,000 active; in the data active = binding response below about 49% or above about 150%; inactive = in between;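 also: fluorescent Galphao activated with aluminum fluoride binding bead-coupled RGS4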
GSH bead fluor: compound fluorescence on glutathione beads, profiling panel, artefact control, biophysical, 488/530 nm, flow cytometry; GSH beads flow cytometry, compound fluorescence 488/530 nm; active compounds read high; fluorescence (KMESF) at 10 µM; 0.25% of 190,000 active; AID 1776, 2009; in the data active = fluorescence above about 89;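 also: glutathione beads carrying GST-tagged Bcl family fusion proteins plus one bare bead set; values are compound well signal with DMSO vehicle wells as background; inactives centre near 16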
Bim-Bfl-1: inhibitors of Bim binding to Bfl-1, primary screen, biochemical, multiplexed, bead-based flow cytometry; Bcl-2-related protein A1 (Homo sapiens), Q16548; Bim-Bfl-1 binding inhibition; inhibition, % at 10 µM; 0.12% of 190,000 active; AID 1008, 2008;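 also: 0% = wells without compound plus tracer and 100% = blocker peptide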
Bim-Bcl-XL: inhibitors of Bim-Bcl-XL binding, primary screen, biochemical, multiplexed, bead flow cytometry, human Bcl-XL. AID 1007, 2008. inhibition, % at 10 µM. Bim peptide-Bcl-XL binding, fluorescence. 0.04% of 190,000 active. Bcl-2-like protein 1 (Homo sapiens), Q07817
RGS8-Gao reg: RGS8-Galphao binding modulators, primary screen, biochemical, multiplexed bead flow cytometry; actives lie on both sides; AID 1423, 2008; Guanine nucleotide-binding protein G(o) subunit alpha (Homo sapiens), P09471; 0.34% of 220,000 active; response (percent of control binding), % at 10 µM; in the data active = response below about 60% or above about 140%; inactive = in between;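 also: Galphao activated as the GDP aluminium fluoride complex binding bead-coupled RGS8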
* hit, by the source's call. Rule as the data show it, unless noted: active = inhibition above about 40%.

For Cc1ccc(Nc2nc(N)nc(CSc3nc4ccccc4s3)n2)cc1 the results were ABCB1 block -0.3, Bcl-W Bim block 4.0, ABCG2 block -1.6, Bcl-B Bim block -3.0, RGS7-Gao reg 101.1, Bcl-2 Bim block -5.0, RGS4-Gao reg 103.9, GSH bead fluor 11, Bim-Bfl-1 -6.0, Bim-Bcl-XL 0.0 and RGS8-Gao reg 102.5.
Cc1onc(-c2ccccc2)c1C(=O)Nc1cccc(OC(C)C)c1 was read as ABCB1 block 0.6, Bcl-W Bim block 0.0, ABCG2 block 4.0, Bcl-B Bim block -8.0, RGS7-Gao reg 104.6, Bcl-2 Bim block -8.0, RGS4-Gao reg 104.5, GSH bead fluor 35, Bim-Bfl-1 -12.0, Bim-Bcl-XL -3.0 and RGS8-Gao reg 101.0.
For CCN1c2ccccc2NC2C1C(C(C)=O)C(=O)N2c1ccc(Cl)cc1 (stereo not drawn) the results were ABCB1 block 1.0, Bcl-W Bim block 0.0, ABCG2 block 7.4, Bcl-B Bim block -9.0, RGS7-Gao reg 101.8, Bcl-2 Bim block 1.0, RGS4-Gao reg 98.7, GSH bead fluor 11, Bim-Bfl-1 2.0, Bim-Bcl-XL 0.0 and RGS8-Gao reg 101.9.
COc1cc2nc(C3CC3)n(NC(=O)c3ccc(Cl)cc3)c(=O)c2cc1OC was read as ABCB1 block 0.3, Bcl-W Bim block 6.0, ABCG2 block 0.3, Bcl-B Bim block -2.0, RGS7-Gao reg 107.2, Bcl-2 Bim block -6.0, RGS4-Gao reg 107.8, GSH bead fluor 10, Bim-Bfl-1 -5.0, Bim-Bcl-XL -2.0 and RGS8-Gao reg 105.5.
For CCC1(c2ccccc2)NC(=O)N(CC(=O)N2CCN(S(=O)(=O)c3ccccc3)CC2)C1=O (stereo not drawn) the results were ABCB1 block 0.1, Bcl-W Bim block 1.0, ABCG2 block -0.1, Bcl-B Bim block -6.0, RGS7-Gao reg 93.3, Bcl-2 Bim block -2.0, RGS4-Gao reg 97.0, GSH bead fluor 7, Bim-Bfl-1 0.0, Bim-Bcl-XL 0.0 and RGS8-Gao reg 98.1.
Screening O=C(NCCO)C1(c2ccc(Cl)cc2)CCCC1 returned ABCB1 block 0.4, Bcl-W Bim block 2.0, ABCG2 block 0.4, Bcl-B Bim block -4.0, RGS7-Gao reg 100.8, Bcl-2 Bim block -4.0, RGS4-Gao reg 102.6, GSH bead fluor 12, Bim-Bfl-1 -8.0, Bim-Bcl-XL 0.0 and RGS8-Gao reg 102.3.
Screening COc1ccc(CC(=O)N2CC(C)CC(C)C2)cc1 (stereo not drawn) returned ABCB1 block -0.4, Bcl-W Bim block -2.0, ABCG2 block -0.7, Bcl-B Bim block -2.0, RGS7-Gao reg 104.2, Bcl-2 Bim block -3.0, RGS4-Gao reg 105.9, GSH bead fluor 8, Bim-Bfl-1 0.0, Bim-Bcl-XL -1.0 and RGS8-Gao reg 102.5.
CN1CCN(CCC(=O)Nc2ccccc2Cl)CC1 was read as ABCB1 block -0.5, Bcl-W Bim block 0.0, ABCG2 block -8.3, Bcl-B Bim block -3.0, RGS7-Gao reg 99.6, Bcl-2 Bim block -6.0, RGS4-Gao reg 100.1, GSH bead fluor 19, Bim-Bfl-1 -17.0, Bim-Bcl-XL -2.0 and RGS8-Gao reg 105.9.
Screening CNC(=O)c1sccc1-n1cccc1 returned ABCB1 block 0.1, Bcl-W Bim block -1.0, ABCG2 block -1.4, Bcl-B Bim block -6.0, RGS7-Gao reg 98.2, Bcl-2 Bim block -8.0, RGS4-Gao reg 98.9, GSH bead fluor 32, Bim-Bfl-1 -16.0, Bim-Bcl-XL -8.0 and RGS8-Gao reg 101.9.
`N#Cc1nc(Cc2ccccc2)oc1NCc1cccnc1` gave ABCB1 block 0.1, Bcl-W Bim block -3.0, ABCG2 block 1.1, Bcl-B Bim block -4.0, RGS7-Gao reg 105.6, Bcl-2 Bim block -10.0, RGS4-Gao reg 101.9, GSH bead fluor 20, Bim-Bfl-1 -3.0, Bim-Bcl-XL -3.0 and RGS8-Gao reg 101.2.

The last 2 records of the part above come first, to join the parts:
Screening CNC(=O)c1sccc1-n1cccc1 returned ABCB1 block 0.1, Bcl-W Bim block -1.0, ABCG2 block -1.4, Bcl-B Bim block -6.0, RGS7-Gao reg 98.2, Bcl-2 Bim block -8.0, RGS4-Gao reg 98.9, GSH bead fluor 32, Bim-Bfl-1 -16.0, Bim-Bcl-XL -8.0 and RGS8-Gao reg 101.9.
`N#Cc1nc(Cc2ccccc2)oc1NCc1cccnc1` gave ABCB1 block 0.1, Bcl-W Bim block -3.0, ABCG2 block 1.1, Bcl-B Bim block -4.0, RGS7-Gao reg 105.6, Bcl-2 Bim block -10.0, RGS4-Gao reg 101.9, GSH bead fluor 20, Bim-Bfl-1 -3.0, Bim-Bcl-XL -3.0 and RGS8-Gao reg 101.2.
O=C(NC1CCCCC1)NC1CC2CCC(C1)N2C(=O)NC1CCCCC1 (stereo not drawn) was read as ABCB1 block -0.8, Bcl-W Bim block 0.0, ABCG2 block 0.1, Bcl-B Bim block 0.0, RGS7-Gao reg 97.3, Bcl-2 Bim block -5.0, RGS4-Gao reg 101.2, GSH bead fluor 33, Bim-Bfl-1 -4.0, Bim-Bcl-XL 3.0 and RGS8-Gao reg 98.1.
Screening Cc1nc(NC(=O)COc2ccc(Cl)cc2)sc1C(=O)N(C)C returned ABCB1 block 0.3, Bcl-W Bim block -2.0, ABCG2 block 3.2, Bcl-B Bim block -5.0, RGS7-Gao reg 95.8, Bcl-2 Bim block -4.0, RGS4-Gao reg 100.6, GSH bead fluor 11, Bim-Bfl-1 -9.0, Bim-Bcl-XL -8.0 and RGS8-Gao reg 100.7.
Screening Cc1cc2cc3c(N)[nH]nc3nc2cc1C returned ABCB1 block -0.3, Bcl-W Bim block -2.0, ABCG2 block -0.1, Bcl-B Bim block 0.0, RGS7-Gao reg 93.8, Bcl-2 Bim block 0.0, RGS4-Gao reg 94.3, GSH bead fluor 57, Bim-Bfl-1 -2.0, Bim-Bcl-XL 0.0 and RGS8-Gao reg 97.8.
Screening CC1=C(C(=O)OC2CCCCC2)C(c2ccco2)n2ncnc2N1 (stereo not drawn) returned ABCB1 block -2.1, Bcl-W Bim block 1.0, ABCG2 block -3.6, Bcl-B Bim block -4.0, RGS7-Gao reg 100.8, Bcl-2 Bim block -5.0, RGS4-Gao reg 99.0, GSH bead fluor 20, Bim-Bfl-1 -11.0, Bim-Bcl-XL -4.0 and RGS8-Gao reg 101.5.
For CC(=O)N=c1sc2cc(C)ccc2n1C the results were ABCB1 block 3.0, Bcl-W Bim block 1.0, ABCG2 block 44.3, Bcl-B Bim block -9.0, RGS7-Gao reg 106.7, Bcl-2 Bim block -10.0, RGS4-Gao reg 101.4, GSH bead fluor 12, Bim-Bfl-1 -13.0, Bim-Bcl-XL -4.0 and RGS8-Gao reg 98.4.
CCOC(=O)NC(=O)C(=CNc1cccc(OC)c1)C(=O)NC(=O)OCC was read as ABCB1 block 0.8, Bcl-W Bim block -2.0, ABCG2 block 4.3, Bcl-B Bim block -3.0, RGS7-Gao reg 101.2, Bcl-2 Bim block 0.0, RGS4-Gao reg 101.3, GSH bead fluor 13, Bim-Bfl-1 0.0, Bim-Bcl-XL -4.0 and RGS8-Gao reg 101.5.
`Oc1ccc2ccccc2c1C=Nc1cc(C(F)(F)F)ccc1N1CCCC1` gave ABCB1 block -0.6, Bcl-W Bim block 2.0, ABCG2 block -2.9, Bcl-B Bim block -1.0, RGS7-Gao reg 105.2, Bcl-2 Bim block -1.0, RGS4-Gao reg 108.4, GSH bead fluor 10, Bim-Bfl-1 -1.0, Bim-Bcl-XL 0.0 and RGS8-Gao reg 102.3.
Cc1cccc(C2CC(c3ccc(Br)cc3)Nc3nc(N)nn32)c1 (stereo not drawn) was read as ABCB1 block -2.3, Bcl-W Bim block 4.0, ABCG2 block -0.5, Bcl-B Bim block 1.0, RGS7-Gao reg 103.2, Bcl-2 Bim block 2.0, RGS4-Gao reg 101.6, GSH bead fluor 19, Bim-Bfl-1 -5.0, Bim-Bcl-XL -2.0 and RGS8-Gao reg 98.9.
`COc1ccc(-c2nc(CSCC(=O)NC3CCCc4ccccc43)c(C)o2)cc1` (stereo not drawn) gave ABCB1 block 1.1, Bcl-W Bim block 3.0, ABCG2 block 2.6, Bcl-B Bim block -4.0, RGS7-Gao reg 114.8, Bcl-2 Bim block 1.0, RGS4-Gao reg 116.9, GSH bead fluor 18, Bim-Bfl-1 -6.0, Bim-Bcl-XL -1.0 and RGS8-Gao reg 106.3.
`COc1ccc(NC(=O)CC(C)C)c([N+](=O)[O-])c1` gave ABCB1 block 0.1, Bcl-W Bim block 3.0, ABCG2 block 0.6, Bcl-B Bim block -1.0, RGS7-Gao reg 100.2, Bcl-2 Bim block -2.0, RGS4-Gao reg 100.6, GSH bead fluor 8, Bim-Bfl-1 -7.0, Bim-Bcl-XL 0.0 and RGS8-Gao reg 100.5.
Screening CN1CCN(Cc2nc(-c3cccs3)no2)CC1c1ccccc1 (stereo not drawn) returned ABCB1 block 1.9, Bcl-W Bim block -2.0, ABCG2 block 4.7, Bcl-B Bim block -3.0, RGS7-Gao reg 112.8, Bcl-2 Bim block 0.0, RGS4-Gao reg 118.6, GSH bead fluor 13, Bim-Bfl-1 -4.0, Bim-Bcl-XL -7.0 and RGS8-Gao reg 109.9.
`Cc1ccc(C(=O)Nc2ccc(CN3CCCCC3)cc2)c(C)c1` gave ABCB1 block -0.5, Bcl-W Bim block -6.0, ABCG2 block 2.1, Bcl-B Bim block -7.0, RGS7-Gao reg 97.8, Bcl-2 Bim block -6.0, RGS4-Gao reg 99.5, GSH bead fluor 14, Bim-Bfl-1 -4.0, Bim-Bcl-XL -2.0 and RGS8-Gao reg 98.9.
`CC1=C(C(=O)N2CCCC(CCC(=O)NCc3ccccc3F)C2)OCCO1` (stereo not drawn) gave ABCB1 block 0.7, Bcl-W Bim block 0.0, ABCG2 block 2.4, Bcl-B Bim block -2.0, RGS7-Gao reg 98.8, Bcl-2 Bim block 1.0, RGS4-Gao reg 98.4, GSH bead fluor 26, Bim-Bfl-1 -5.0, Bim-Bcl-XL 2.0 and RGS8-Gao reg 99.5.
Screening CCCn1c(SCC(=O)Nc2ccc3c(c2)CCC3)n[nH]c1=O returned ABCB1 block -0.4, Bcl-W Bim block -2.0, ABCG2 block 0.5, Bcl-B Bim block -3.0, RGS7-Gao reg 99.8, Bcl-2 Bim block 0.0, RGS4-Gao reg 102.5, GSH bead fluor 9, Bim-Bfl-1 -2.0, Bim-Bcl-XL -3.0 and RGS8-Gao reg 102.0.
